From PubChem
Shiga toxin inh: A qHTS for Small Molecule Inhibitors of Shiga Toxin; Vero cells, Shiga toxin protein synthesis inhibition reporter; inhibition, % at 38.7 µM; 9.2% of 290,000 active; in the data active = inhibition mostly above about 28%, no sharp cut-off; inactive = mostly below about 43%; also: 0% is about no effect
AmpC inh no detg: qHTS Inhibitors of AmpC Beta-Lactamase (assay without detergent); Potency, µM (doses to about 57.1 µM), without a hit: at the highest dose activity change, negative = inhibition, usual class: inhibitors; AmpC nitrocefin hydrolysis, absorbance 480 nm, 0.0001% Triton; P00811; 0.52% of 330,000 active;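 also: potency is read from the fitted curve at half-maximal effect; plate controls were no compound for no effect and no enzyme for full effect; nearly all actives have a fitted effect of over 20% in size; some results filed as inactive show a strong effect at the top dose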
Target sequence (P00811 whole entry, looked up): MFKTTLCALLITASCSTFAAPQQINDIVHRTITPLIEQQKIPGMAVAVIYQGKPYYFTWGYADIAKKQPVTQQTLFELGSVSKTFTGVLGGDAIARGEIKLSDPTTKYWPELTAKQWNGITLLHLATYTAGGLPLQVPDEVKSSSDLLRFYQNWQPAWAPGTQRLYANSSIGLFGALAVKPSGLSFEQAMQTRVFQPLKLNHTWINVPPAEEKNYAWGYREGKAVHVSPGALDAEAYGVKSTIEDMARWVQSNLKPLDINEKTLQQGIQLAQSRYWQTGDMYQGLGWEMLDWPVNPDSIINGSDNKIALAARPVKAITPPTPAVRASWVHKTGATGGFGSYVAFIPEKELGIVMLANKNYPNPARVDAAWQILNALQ
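20 mM phosphate pH 7.0 + 0.01% (detergent screen) or 0.0001% Triton X-100; 5.3 nM AmpC reagent; cpd preinc 15 min RT; nitrocefin (800 uM stock) to start; A480 q20 s × 4 min; Activity was normalised to no-enzyme and no-compound control wells.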
AMA1 RON2 block: qHTS for Inhibitors of AMA1-RON; Towards Development of Antimalarial Drug Lead: Primary Screen | 0.2% of 360,000 active | AID 720542, 2013 | Plasmodium falciparum AMA1 (3D7) - RON2 peptide interaction | AlphaScreen AMA1-biotinylated RON2 peptide binding | Potency, µM (top dose mostly 58.2 µM), for the others: at the top dose activity change, negative = inhibition, usual class: inhibitors;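 also: potency is read from the fitted curve at half-maximal effect; 0% = vehicle wells and -100% = peptide control; nearly all actives have a fitted effect of over 45% in size; some results filed as inactive show a strong effect at the top dose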
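AMA1 (3D7) with his tag at 25 nM final met compounds first, then biotinylated RON2 peptide at 25 nM; detection used donor plus acceptor beads, 10 µg/mL apiece, read by AlphaScreen after 30 min at room temperature.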
AmpC detergent: qHTS Inhibitors of AmpC Beta-Lactamase (assay with detergent). AmpC hydrolysis of nitrocefin, absorbance 480 nm, 0.01% Triton. 0.041% of 370,000 active. AID 485294, 2010. P00811. Potency, µM (titrated, usually from 114 µM), inactives show at the top dose activity change, negative = inhibition, most hits filed as inhibitors;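 also: potency is read from the fitted curve at half-maximal effect; 0% = no-compound wells and -100% = no-enzyme wells; nearly all actives have a fitted effect of over 25% in size; some results filed as inactive show a strong effect at the top dose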
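20 mM phosphate pH 7.0 + 0.01% (detergent screen) or 0.0001% Triton X-100; 5.3 nM AmpC reagent; cpd preinc 15 min RT; nitrocefin (800 uM stock) to start; A480 q20 s × 4 min; Activity was normalised to no-enzyme and no-compound control wells.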
Giardia FBPA inh: qHTS Assay for Inhibitors of Fructose-1,6-bisphosphate Aldolase from Giardia Lamblia | AID 2451, 2010 | purified Giardia FBPA | Potency, µM (top dose mostly 59.6 µM), for inactives: at the top dose activity, negative = inhibition, actives largely listed as inhibitors | 0.71% of 290,000 active | A8B2U2; also: potency is read from the fitted curve at half-maximal effect; % is scaled to controls: 0 for no effect and ±100 for the full control effect; nearly all actives have a fitted effect of over 55% in size
Target sequence (A8B2U2 whole entry, looked up): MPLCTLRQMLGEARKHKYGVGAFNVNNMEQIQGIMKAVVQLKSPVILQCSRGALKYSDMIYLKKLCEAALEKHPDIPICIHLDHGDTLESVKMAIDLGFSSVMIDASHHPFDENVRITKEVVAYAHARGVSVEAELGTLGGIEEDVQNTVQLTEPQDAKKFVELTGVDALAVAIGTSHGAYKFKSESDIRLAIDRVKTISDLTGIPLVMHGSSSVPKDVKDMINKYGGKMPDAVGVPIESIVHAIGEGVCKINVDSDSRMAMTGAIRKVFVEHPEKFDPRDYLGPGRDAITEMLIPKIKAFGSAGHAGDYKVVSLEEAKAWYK
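Giardia FBPA (40 nM reagent) was preincubated 10 min at RT with compound (up to 57.5 uM final), then substrate plus GAPDH/TPI/NAD/arsenate coupling system with diaphorase/resazurin was added; resorufin fluorescence (525/598 nm) was read after 20 min.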
HCMV inh: qHTS Assay for inhibitors of the human cytomegalovirus (HCMV); HFF cells, HCMV-luciferase reporter, 72 h; hits give low values; activity change, negative = inhibition, % at 57.5 µM; 4.5% of 410,000 active; AID 1259415, 2018; in the data active = activity change below about -60%; inconclusive = no clear call, values can overlap the other calls; inactive = above about -39%; also: % is scaled to controls: 0 for no effect and ±100 for the full control effect
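Two compound doses tested in HFFs infected with HCMV-luciferase, MOI 1 PFU/cell, 72 h at 37C. Lysate luminescence read with OneGlo; data normalized against buffer-only and 10uM Salinomycin inhibitor controls.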
CHX counter: Cycloheximide Counterscreen for Small Molecule Inhibitors of Shiga Toxin; cell reporter, cycloheximide protein synthesis inhibition counterscreen; max response, %; 12% of 300,000 active; in the data active = max response mostly above about 13%, no sharp cut-off; inactive = mostly below about 14%; also: read at 38.3 µM for the half of the compounds with a filed dose; 0% is about no effect
The depositor's hits bear a star; ? = inconclusive; nt = not tested or not shown; & = joins results of further samples; [ ] = dose if it differs, or a comment. Unless noted, calls follow the shape of the dose curve; as a rule, active = well fitted curve in the direction sought with a large enough effect; inconclusive = small, poorly fitted or top-dose-only effect, or another doubt; inactive = no such curve, though single readings can be large; an effect the other way counts as inactive or inconclusive.

item	compound	Shiga toxin inh	AmpC inh no detg	AMA1 RON2 block	AmpC detergent	Giardia FBPA inh	HCMV inh	CHX counter
1	CC(=O)N1C(=O)N(C(C)=O)C2C1N(C(C)=O)C(=O)N2C(C)=O (stereo unspecified)	23.2	-18.2%	-7.6%	-18.3%	6.9%	18.4	-2.5
2	COc1cccc(NC(=S)N(C)C2CCN(C)CC2)c1	6.6	-18.3%	1.1%	-2.5%	-11.1%	24.3	-0.8
3	C=CCNS(=O)(=O)c1ccc(OCC(=O)OC)cc1	-2.7	-11.4%	-1.2%	0.7%	3.9%	-22.8	-5.3
4	FC(F)(F)c1ccccc1/C=N/n1c(C2CCCCC2)n[nH]c1=S	-3.9	-22.7%	34.4%[activator]	-18.0%	14.4%	24.5	-1.5
5	CCOc1ccc(CCNC(=O)COC(=O)/C=C/c2ccc(OC)c(OC)c2)cc1OCC	-33.4	90.5%[activator]	-16.9%	-4.4%	nt	39.3	-2.8
6	COc1ccc(C(=O)c2coc3ccc(O)cc23)cc1	42.7*	-23.6%	9.2%	-0.3%	-4.7%&6.6%	-8.7	46.4*
7	COC(=O)C1=C(C)N(C)C(=O)NC1c1cc2c(cc1Br)OCO2 (stereo unspecified)	-6.7	-16.3%	2.9%	1.6%	-4.8%	-8.3	-1.6
8	CC(C)(C)NC(=O)c1ccccc1NC(=O)C1CCCO1 (stereo unspecified)	-0.9	-9.5%	6.1%	0.4%	4.4%	2.7	1.5
9	COc1ccc(N2CCN(C(=O)CCCn3c(=O)[nH]c4ccsc4c3=O)CC2)cc1	-3.8	-2.8%	-4.9%	-8.4%	1.1%	-8.6	-2.7
10	Cc1ccc(S(=O)(=O)Nc2c3ccccc3nc(=O)n2-c2ccccc2)cc1	-7.2	-21.1%	-7.0%	-4.0%	5.5%	-25.5	-1.7
11	O=C(NC(=S)NCCSc1ccccc1)c1cccnc1	36.8*	-5.5%	29.2%	-0.2%	-0.3%	-15.0	27.3*
12	CCOC(=O)C1CCCN(C(=O)c2ccc(Cn3c(=S)[nH]c4cc(C(=O)OC)ccc4c3=O)cc2)C1 (stereo unspecified)	42.7	-17.7%	62.1%[activator]	?	-7.2%	47.5	14.0
13	COc1ccc(NS(=O)(=O)c2cccc(NC(=O)c3ccc(S(=O)(=O)N4CCCCCC4)cc3)c2)cc1	20.4	-32.9%	-1.1%	-5.0%	-3.5%	nt	0.5
14	COc1ccc(NC(=O)c2ccc(-n3cccn3)nc2)c(OC)c1	-13.5	-13.4%	-0.7%	4.3%	1.3%	16.7	-2.8
15	C/C(=N\NC(=S)NC1CCCCC1)c1ccc(OC(F)F)cc1OC(F)F	35.1	-21.0%	1.5%	7.3%	-8.3%	-28.3	16.3
16	CCOC(=O)c1ccc(NC(=S)N2CCN(CCNC3=CC(=O)CC(C)(C)C3)CC2)cc1	-5.8	149.0%[activator]	-12.2%	0.6%	-4.4%	0.5	7.8
17	CCOc1ccc(-c2ccc(/C=C3/C(=N)N4C=CSC4=NC3=O)o2)c([N+](=O)[O-])c1	-9.6	-56.1%	49.1%[activator]	?	?	18.4	1.1
18	Cc1ccc(-c2nc3ccccc3c(=O)n2CCCn2ccnc2)cc1	-3.1	-10.2%	-15.2%	?	2.6%	9.6	-3.2
19	COc1cccc(-n2c(SCC(=O)NCc3cccs3)nc3ccccc3c2=O)c1	-4.5	-44.4%	-24.0%	-1.4%	4.5%	-35.5	5.9
20	CC(C)N1CC(C(=O)Nc2nc3ccccc3s2)CC1=O (stereo unspecified)	11.1	-2.8%	-2.3%	0.7%	17.0%	37.7	6.9

Entries of single compounds, looked up by structure. Values in the order: Shiga toxin inh	AmpC inh no detg	AMA1 RON2 block	AmpC detergent	Giardia FBPA inh	HCMV inh	CHX counter
Profile of CC(C)(C)NC(=O)c1ccccc1NC(=O)C1CCCO1 (stereo unspecified) = -0.9	-9.5%	6.1%	0.4%	4.4%	2.7	1.5
Profile of C/C(=N\NC(=S)NC1CCCCC1)c1ccc(OC(F)F)cc1OC(F)F = 35.1	-21.0%	1.5%	7.3%	-8.3%	-28.3	16.3

Going on with the list:
item	compound	Shiga toxin inh	AmpC inh no detg	AMA1 RON2 block	AmpC detergent	Giardia FBPA inh	HCMV inh	CHX counter
21	CC(=O)N1CCC2(CC1)C/C(=N\NC(=S)Nc1ccc(C)cc1)c1cc(O)ccc1O2	24.0	24.6%	53.7%[activator]	5.0%	-8.1%	?	8.0
22	CCOC(=O)c1c(C)n(CCOC)c2ccc(O)cc12	-8.6	-1.2%	-29.7%	?	-2.4%	31.6	-1.4
23	Cc1cccc(OP(N)(=O)Oc2cccc(C)c2)c1	18.8	-12.2%	-0.2%	-7.4%	0.9%	22.8	1.0
24	CN(CCc1ccccn1)C(=S)Nc1cccc(S(=O)(=O)N(C)C)c1	-5.8	-5.5%	-8.9%	-2.5%	nt	16.8	-6.0
25	CN1C(=O)CC(c2cn(Cc3ccccc3)c3ccccc23)C1=O (stereo unspecified)	14.2	-7.0%	4.0%	-5.3%	-27.4%	10.5	-4.5
26	Cc1cccc(NS(=O)(=O)c2csc(C(N)=O)c2)c1	-6.6	-13.4%	0.0%	-0.8%	-20.6%	-3.8	-3.8
27	COCCn1c(-c2ccc(Cl)cc2)nc2c(c(=O)c3ccccc3n2C)c1=O	-80.7	-26.5%	nt	?	2.1%	?	-2.8
28	Cc1ccc(NC(=O)CS(=O)CC(=O)NCC2CCCO2)cc1 (stereo unspecified)	-9.2	1.6%	-0.5%	0.1%	2.1%	-14.4	-1.5
29	COc1ccccc1-c1noc(-c2ccccc2C(=O)NCC2CCCO2)n1 (stereo unspecified)	-0.9	0.6%	-4.7%	?	0.2%	-8.5	16.1*
30	Cn1ncc(N=Cc2ccccc2)c1C(N)=O	25.9	-18.8%	6.8%	-1.7%	-25.3%	-23.8	9.0
31	CN(C(=O)CSc1n[nH]c(=O)[nH]c1=O)c1ccccc1	nt	-23.6%	9.4%	nt	nt	12.6	nt
32	O=C(COC(=O)c1c(Cl)cccc1Cl)Nc1cc(Cl)ccc1Oc1ccccc1	-4.5	-22.5%	8.1%	-9.6%	-8.2%	-0.6	5.4
33	O=C(CCc1ccc(S(=O)(=O)N2CCOCC2)cc1)Nc1nccs1	-0.2	-19.6%	-7.6%	?	4.2%	-7.2	-0.7
34	CC(=O)N1CCN(c2ccc(NC(=O)c3ccc4c(c3)OCCO4)cc2Cl)CC1	51.8	31.3%	-1.3%	2.6%	?	-11.0	27.8*
35	Cc1ccc(CNC(=O)Cc2noc3ccccc23)cc1	51.0*	-14.1%	-1.9%	10.6%	14.0%	43.4	32.7*
36	C=CCN(Cc1cccc(OC)c1OC)S(=O)(=O)N(C)C	16.0	-2.0%	-4.9%	-12.8%	5.2%	58.3	4.6
37	NS(=O)(=O)c1ccc(CNC(=O)/C=C/c2ccco2)cc1	16.9	-37.1%	-10.5%	4.4%	-6.4%	0.0	1.8
38	CC(C)Oc1ccc(C(CC(=O)O)n2cnnn2)cc1 (stereo unspecified)	-8.8	-14.1%	8.4%	-6.3%	5.5%	-29.4	-2.6
39	COCC(C)n1c(SCC(=O)Nc2cc(C)on2)nc2ccccc2c1=O (stereo unspecified)	nt	-33.0%	-6.6%	-13.8%	nt	-12.4	nt
40	Cc1cccc(C)c1N(Cc1ccccc1F)S(C)(=O)=O	-6.3	-2.9%[2.29 µM]	2.8%	-4.7%	-12.4%	-19.7	-1.6
41	CCCCN(C)C(=O)Cn1c(=O)oc2cc(S(=O)(=O)N3CC(C)CC(C)C3)ccc21 (stereo unspecified)	-10.7	43.6%	0.0%	-13.9%	7.2%	?	1.0
42	COCCNC(=S)N(Cc1cc2cc(C)ccc2n2nnnc12)C1CCCC1	-7.6	-21.5%	-16.0%	-1.9%	8.5%	-35.1	-0.6
43	Cc1ccc(Cl)cc1N1CCN(C2CCCCC2NS(=O)(=O)c2ccccc2)CC1 (stereo unspecified)	-4.5	-12.3%	-6.0%	-12.0%	10.5%	nt	-4.9
44	Cc1ccn2cc(CCNS(=O)(=O)c3ccc4c(c3)OCCO4)nc2c1	1.2	-16.8%	2.8%	?	-0.1%	6.2	-3.4
45	Cc1ccc(Oc2nnc(-c3ccc(C)cc3)c3ccccc23)cc1	-9.3	-28.6%	-19.3%	-4.2%	-0.6%	6.5	-5.6
46	Cc1ccc(C(c2nnnn2C2CCCCC2)N2CCN3CCCC3C2)cc1 (stereo unspecified)	-17.3	49.9%	1.5%	-0.4%	0.0%	-12.7	-4.5
47	O=[N+]([O-])c1ccc(N2CCOCC2)cc1O	-3.7	-2.6%	4.9%	10.9%	-0.4%	9.6	1.5
48	CCCCN(C)C(=O)Cn1nc(Cc2ccncc2)c2ccccc2c1=O	-3.4	-0.4%	0.4%	-8.2%	0.9%	-22.2	-0.6
49	Cc1ccc(C)c(C(=O)N2CCC(n3nccc3NC(=O)C3CC3)CC2)c1	-24.8	-5.5%	5.4%	7.0%	nt	25.8	-2.2
50	Cc1cc(C(=O)OC(C)C(=O)Nc2cccc(Cl)c2)on1 (stereo unspecified)	nt	-16.6%	0.4%	-8.5%	nt	-8.2	nt
51	Cc1ccsc1C=C1C(=O)c2ccccc2C1=O	0.5	-21.0%	-21.4%	-5.6%	-0.1%	27.0	0.6
52	COc1ccc(OC)c2[nH]c(C(=O)N3CCC(C(=O)O)CC3)cc12	-3.0	-4.1%	5.3%	3.3%	-7.4%	19.8	-1.9
53	COC(=O)c1[nH]c2ccccc2c1NC(=O)CN1CCN(Cc2ccc3c(c2)OCO3)CC1	-4.3	15.1%	-10.6%	7.5%	10.6%	?	6.6
54	Cc1ccc(S(=O)(=O)N(C)Cc2ccc(-c3nnc4n3CCC4)cc2)cc1	21.8	39.8%	3.5%	2.4%	-6.9%	17.0	-4.0
55	CCOc1ccc(C2C(C#N)=C(N)Oc3c2c(=O)oc2ccccc32)cc1 (stereo unspecified)	-17.1	-31.5%	-13.8%	-15.5%	4.3%	-7.2	6.7
56	Cc1ccc(NC(=O)CSCC(=O)N(C)CC(=O)Nc2cccc(F)c2)cc1	nt	17.2%	3.5%	?	nt	15.5	nt
57	CC(CC(=O)Nc1ncc([N+](=O)[O-])s1)c1ccccc1 (stereo unspecified)	87.3*	-22.0%	-14.5%	5.6%	-6.0%	?	25.7*
58	Cc1nc2scc(-c3ccccc3)c2c(=O)n1/N=C/c1ccco1	-9.1	-3.8%	1.0%	?	2.8%	9.7	-2.3
59	COc1ccccc1CNC(=O)CSc1ccc(Br)cc1	18.1	-18.6%	-0.8%	-1.9%	-0.7%	?	1.2
